# Screening results: PubChem, National Center for Advancing Translational Sciences (NCATS)
# USP2a inh: inhibitors of human ubiquitin-specific protease USP2a; O75604; USP2 core, Ub-CHOP2 coupled fluorogenic reporter, 485/531; Potency, µM (highest dose often 38.3 µM), without a hit: top-dose activity change, negative = inhibition, hits mostly inhibitors; hit rate 0.01% among 330,000;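 also: potency is read from the fitted curve at half-maximal effect; plate controls were DMSO wells for no effect and full inhibition by NEM control for full effect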
#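 USP2 core (10nM final) preincubated 30min RT with compound in 20mM Tris-HCl pH 8.0, 2mM CaCl2, 2mM beta-mercaptoethanol, 0.05% CHAPS; 25nM Ub-CHOP2 plus 25nM reporter substrate added, fluorescence (Ex485/Em531) read after 60min.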
# hERG WT inh: KCNH2 (human, wildtype) channel inhibition; activity change, % at 1.84 µM; U2OS, BacMam KCNH2, thallium flux FluxOr; hits give low values; Q12809; hit rate 0.37% among 340,000;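 active = maximum activity change below -70%; inconclusive = maximum activity change between -70% and -50%; inactive = maximum activity change above -50%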; also: % is scaled to controls: 0 for no effect and ±100 for the full control effect
#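 U2OS cells were transduced with wild-type KCNH2 virus (2.03 x 10^8 / mL) for 4 h at room temperature, then cultured overnight at 37 C. Thallium flux was read with FluxOr dye. Rate constants were normalized to DMSO controls.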
# GALK inhibitor: inhibitors of human galactokinase; P51570; Purified GALK, Kinase-Glo residual ATP luminescence; Potency, µM (series often up to 57.5 µM), without a hit: at the highest dose activity change, negative = inhibition, hits mostly inhibitors; hit rate 0.007% among 270,000; AID 1868; also: potency is read from the fitted curve at half-maximal effect; % is scaled to controls: 0 for no effect and ±100 for the full control effect
#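 Kinase-Glo Plus luminescence measured ATP left after a 1 h room-temperature reaction. The reaction used 5 nM GALK, 100 uM galactose and 35 uM ATP at pH 8.0 (20 mM HEPES, 5 mM MgCl2, 60 mM NaCl, 1 mM DTT, 0.01% BSA).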
# Menin MLL FP TR: inhibitors of human menin-MLL interaction, mutant MLL peptide; hit rate 0.23% among 270,000; Potency, µM (highest dose often 61.6 µM), without a hit: at the top dose FP activity change, negative = inhibition, actives largely listed as inhibitors; AID 1768; Menin + Texas Red MLL mutant peptide, fluorescence polarization; O00255; active = well fitted inhibition curve with a large enough effect in the polarisation, with a control signal flat, not every such curve was filed as active; inconclusive = small, poorly fitted or top-dose-only effect, or effect the other way, or a change in a side signal; inactive = no such curve, though single readings can be large or run the other way; the % refers to the polarisation; also: potency is read from the fitted curve at half-maximal effect; % of control where 0% means no effect; many of its hits are not listed in these tables
# PKM2 activator: increases activity of human pyruvate kinase M2. hit rate 0.34% among 260,000. Potency, µM (doses to about 57.5 µM), for inactives: at the top dose activation, usual class: activators. purified PKM2, Kinase-Glo ATP luminescence, activation; response scale: 0% is enzyme alone, no compound; also: potency is read from the fitted curve at half-maximal effect; % is scaled to controls: 0 for no effect and ±100 for the full control effect; nearly all actives have a fitted effect of over 55% in size
#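 Purified hPK-M2 (>95% pure) converted ADP (0.1 mM final) to ATP with 0.5 mM PEP in 50 mM imidazole pH7.2, KCl, MgCl2, Tween 20, BSA; 1 h at room temperature. ATP detected by Kinase-Glo luminescence.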
# Giardia killer: Giardia lamblia killing; Giardia lamblia trophozoite viability; activity change, % at 7.66 µM, hits read low; hit rate 0.15% among 340,000; in the data active = activity change below about -80%; inconclusive = between about -30% and that limit;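 also: parasites exposed to compound for two days anaerobically before the ATP read; % is scaled to controls: 0 for no effect and ±100 for the full control effect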
#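 Giardia lamblia trophozoites (100 cells/well) were incubated with compounds for 48 h at 37 deg C under anaerobic conditions. Viability was read as ATP content by one-step luminescence after 15-30 min at room temperature.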
# KCNH2 3.1 block: KCNH2 3.1 (human) potassium channel inhibition | U2OS KCNH2 3.1, thallium flux FluxOr; hits give low values | activity change, % (tested at about 1.8 µM) | hit rate 0.95% among 340,000;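 active = maximum activity change below -70%; inconclusive = maximum activity change from -70% to -50%; inactive = maximum activity change above -50%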;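 also: thallium influx rate constant from kinetic fluorescence after stimulation buffer; % is scaled to controls: 0 for no effect and ±100 for the full control effect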
#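 Channel expression came from 3.1 mutant virus (1.77 x 10^8 /mL) applied to suspended U2OS cells for 4 h. Flux was tracked with FluxOr dye plus Red40 quencher, and kinetic rate constants normalized to controls.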
# B2AR arrestin: agonists driving beta-arrestin recruitment to human beta2-adrenergic receptor | beta-arrestin recruitment to beta2AR, cell-based reporter | AID 492947 | Potency, µM (highest dose often 46.1 µM), for the others: top-dose activation, most hits filed as activators | P07550 | hit rate 0.02% among 330,000;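 also: potency is read from the fitted curve at half-maximal effect; 0% = DMSO controls and full agonism = EC100 isoproterenol or metaproterenol; nearly all actives have a fitted effect of over 65% in size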
# CXXC DNA block: blocks binding of human MLL CXXC domain to DNA; hit rate 0.037% among 290,000; MLL-CXXC / FITC-HOXA9 DNA fluorescence polarization; Potency, µM (top dose mostly 115 µM), for inactives: at the highest dose activity change, negative = inhibition, hits mostly inhibitors; active = well fitted inhibition curve with a large enough effect in the polarisation, with a control signal flat, not every such curve was filed as active; inconclusive = small, poorly fitted or top-dose-only effect, or effect the other way, or a change in a side signal; inactive = no such curve, though single readings can be large or run the other way; the % refers to the polarisation; also: potency is read from the fitted curve at half-maximal effect
#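 Fluorescence polarization: 7 uM MLL-CXXC (stock) preincubated 5 min with compounds, then 50 nM fluorescein-HOX-A9 DNA (stock) added; 30 min ambient. Buffer 50 mM Tris-HCl pH 7.5, 50 mM NaCl, 1 mM DTT, 0.05% BSA.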
# TRPV1 ag: activates the human vanilloid receptor TRPV1. TRPV1-expressing cells, Fluo-8 calcium influx, agonist mode. activation, % at 8.33 µM. hit rate 0.19% among 320,000; in the data active = activation above about 80%; inconclusive = between about 30% and that limit; also: 0% is about no effect
# Target sequence (Q8NER1 whole entry, looked up): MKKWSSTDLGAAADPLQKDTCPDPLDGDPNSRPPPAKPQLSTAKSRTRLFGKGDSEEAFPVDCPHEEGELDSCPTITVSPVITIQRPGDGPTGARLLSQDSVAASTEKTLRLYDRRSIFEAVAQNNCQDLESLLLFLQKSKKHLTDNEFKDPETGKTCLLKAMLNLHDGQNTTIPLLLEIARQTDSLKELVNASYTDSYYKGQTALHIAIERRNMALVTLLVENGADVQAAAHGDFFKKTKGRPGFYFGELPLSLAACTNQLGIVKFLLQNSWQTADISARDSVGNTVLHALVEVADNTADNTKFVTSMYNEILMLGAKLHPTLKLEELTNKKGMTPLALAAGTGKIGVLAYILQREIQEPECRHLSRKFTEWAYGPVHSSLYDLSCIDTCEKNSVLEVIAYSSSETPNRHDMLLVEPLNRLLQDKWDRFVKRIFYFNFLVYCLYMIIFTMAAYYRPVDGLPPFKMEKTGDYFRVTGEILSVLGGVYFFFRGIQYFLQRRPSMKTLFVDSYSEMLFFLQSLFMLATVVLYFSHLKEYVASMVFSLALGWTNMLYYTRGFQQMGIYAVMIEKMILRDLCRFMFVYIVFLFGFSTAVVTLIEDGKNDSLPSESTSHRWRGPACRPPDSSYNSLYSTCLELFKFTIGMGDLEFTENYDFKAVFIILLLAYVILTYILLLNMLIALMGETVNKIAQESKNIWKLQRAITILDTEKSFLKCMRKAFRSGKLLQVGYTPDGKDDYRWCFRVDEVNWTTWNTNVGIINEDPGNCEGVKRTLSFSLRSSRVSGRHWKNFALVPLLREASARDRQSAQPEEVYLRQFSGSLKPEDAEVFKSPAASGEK
#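 Fluo-8 calcium influx in TRPV1-expressing cells, kinetic read (ex 480/em 520 nm). Compound added and read 3 min for agonist activity, followed by capsaicin at EC20 final and 2 min further read for enhancement.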
# Coupling enz: coupling enzyme interference in Giardia aldolase counter-screen; coupling enzyme system counterscreen, AmpLite Red fluorescence; activity change, negative = inhibition, % at 58.2 µM, hits read low; hit rate 0.67% among 290,000; AID 2472; in the data active = activity change below about -30%; also: % is scaled to controls: 0 for no effect and ±100 for the full control effect
#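 Fluorescence at 525 nm excitation and 598 nm emission measured inhibition of the coupled detection system without aldolase. Compounds (at 57.5 uM final) were preincubated 10 min at room temperature with coupling enzyme reagent before a 20 min substrate/AmpLite Red step.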
# An asterisk follows results filed as active; ? = inconclusive; / = not tested or not shown; [ ] = remark or other dose. Unless noted, calls follow the shape of the dose curve; as a rule, active = well fitted curve in the direction sought with a large enough effect; inconclusive = small, poorly fitted or top-dose-only effect, or another doubt; inactive = no such curve, though single readings can be large; an effect the other way counts as inactive or inconclusive. This is a subset; rates above refer to the full screens.
SMILES	USP2a inh	hERG WT inh	GALK inhibitor	Menin MLL FP TR	PKM2 activator	Giardia killer	KCNH2 3.1 block	B2AR arrestin	CXXC DNA block	TRPV1 ag	Coupling enz
CCOC(=O)c1cn(-c2c(C)n(C)n(-c3ccccc3)c2=O)c2c(F)c(F)c(F)cc2c1=O	1%	0	11%	/	9%	4	7	-0.5%	2%	-3	2
COc1ccc(NCc2ccsc2)cc1	1%	-3	-1%	-2%	19%	2	-3	0.3%	21%	1	-4
C=CCn1c(SCC(=O)NCCCC(=O)OCC)nc2scc(-c3ccco3)c2c1=O	-2%	21	15%	-17%	4%	-12	-3	-0.5%	18%	10	1
Cc1ccc(C(=O)N/N=C/c2sc(=O)n(Cc3cccc(C(=O)O)c3)c2Cl)cc1	1%	-12	-3%	-15%	-2%	1	0	-0.4%	-11%	-1	8
COc1ccccc1/C=C/C=N/NC(=O)c1ccco1	4%	-1	0%	/	1%	-21	-12	-0.1%	-9%	-1	-1
CCN(C[C@H]1N[C@@](C)(C(=O)OC)[C@H]2C(=O)N(C)C(=O)[C@@H]12)S(=O)(=O)c1ccc(-c2ccccc2)cc1	0%	-20	/	/	/	57[activator]	-5	-0.8%	/	/	/
CCSC1=NCCN1C(=O)c1c(-c2ccccc2Cl)noc1C	2%	12	1%	-7%	-2%	-5	9	-0.2%	-16%	4	0
CC1CCN(c2nc(/C=C/c3ccccc3)nc3ccccc23)CC1	3%	9	-4%	-2%	1%	13	-48	-0.1%	13%	29	1
Cc1ccccc1C(=O)Nc1c2c(nc3ccccc13)CCCC2	0%	6	1%	0%	0%	5	-13	0.0%	13%	?	-1
OC(COc1ccc2ccccc2c1)Cn1cncn1 (stereo not given)	2%	0	1%	-3%	-6%	-12	8	-0.8%	-5%	6	-1
COc1ccc(NC(=O)NC(C(F)(F)F)C(F)(F)F)cc1	-1%	-28	0%	-2%	0%	-12	-11	0.6%	-4%	10	1
COc1ccc(S(=O)(=O)NNC(N)=S)cc1	-1%	-2	8%	9%	-6%	-6	21	0.2%	-3%	-2	3
Cc1ccc(OC(=O)c2ccc(Cl)c([N+](=O)[O-])c2)cn1	1%	-5	4%	20%	/	8	-23	-0.7%	-5%	4	0
O=C(CN1CCc2cc3c(cc2C1)OCCCO3)Nc1ccc(S(=O)(=O)N2CCCC2)cc1	1%	2	-1%	/	/	8	-21	0.1%	-1%	1	/
CCCCn1ccnc1C(=O)c1cccc(S(=O)(=O)N2CC(C)CC(C)C2)c1 (stereo not given)	-7%	12	0%	-14%	-5%	-1	-19	-0.8%	-4%	?	-6
Cc1nnsc1S(=O)(=O)Cc1ccccc1C(F)(F)F	3%	2	2%	2%	0%	9	-5	-0.3%	14%	5	2
CCc1c(-c2ccccc2)nc(N)c(C#N)c1-c1cccs1	3%	1	/	-22%	-11%	-7	-2	0.0%	7%	0	6
Cc1ccc(C2SCC(C(=O)O)N2C(=O)c2ccc(F)cc2)cc1 (stereo not given)	-4%	-2	1%	-8%	-5%	-9	13	-1.2%	11%	1	10
Cc1nn2cnc3sc4c(c3c2nc1=O)CCCC4	1%	21	2%	1%	0%	12	4	0.4%	0%	-2	6
Cc1csc(NC(=O)C2CCCN2C(=O)Oc2ccccc2)n1 (stereo not given)	0%	13	0%	-8%	2%	-1	9	-0.2%	-2%	0	1
Cc1nc(-c2ccc(S(=O)(=O)Nc3ccc(Br)cc3Cl)s2)cs1	0%	-1	/	/	11%	-6	-15	-0.2%	-7%	12	14
COc1ccc2oc(C(=O)OCC(=O)Nc3cccc(S(=O)(=O)N4CCOCC4)c3)c(C)c2c1	3%	5	/	/	/	-7	9	0.0%	/	3	/
O=C(COc1ccccc1)Nc1nc(-c2cccs2)cs1	1%	8	-1%	-4%	2%	4	2	-0.6%	-1%	?	0
O=C(c1ccco1)N1CCN(Cc2nc(Cc3ccccc3)no2)CC1	0%	-1	8%	1%	-5%	7	9	0.2%	-4%	0	-2
O=C(Nc1nnc(SCCC2OCCO2)s1)C1CC(=O)N(c2ccccc2)C1 (stereo not given)	0%	-10	-6%	/	0%	8	8	-0.3%	-18%	3	/
Oc1ccc(Cl)cc1/C=N/c1nc2ccccc2[nH]1	2%	-3	1%	1%	-7%	10	-3	-0.3%	-12%	2	-8
O=C1CC(N2CCN(c3ccccc3)CC2)C(=O)N1c1ccc2c(c1)OCO2 (stereo not given)	-4%	9	3%	11%	-3%	1	-3	-0.4%	0%	1	1
O=C(NCC1CCCO1)c1cc2n(n1)C(C(F)(F)F)CC(c1ccc(F)cc1)N2 (stereo not given)	-2%	3	1%	-10%	-8%	-1	1	-0.7%	-14%	1	10
Clc1ccc(CSc2nnnn2-c2ccc3c(c2)OCO3)c(Cl)c1	0%	0	0%	/	-6%	6	-26	0.1%	11%	10	0
CCC1C(=O)CC(c2ccc([N+](=O)[O-])cc2)NC1c1ccc([N+](=O)[O-])cc1 (stereo not given)	-5%	-14	6%	-1%	-8%	0	-79*	-1.0%	2%	0	-3

# Continuation:
SMILES	USP2a inh	hERG WT inh	GALK inhibitor	Menin MLL FP TR	PKM2 activator	Giardia killer	KCNH2 3.1 block	B2AR arrestin	CXXC DNA block	TRPV1 ag	Coupling enz
O=C1NC2(CCCCC2)C(=O)N1CCS(=O)(=O)Oc1ccccc1	2%	-7	1%	4%	-5%	-3	-4	-1.8%	13%	4	2
Cc1ccc(N(C(=O)c2csnn2)C(C(=O)NC2CCCCC2)c2ccco2)cc1 (stereo not given)	2%	-8	11%	?	-2%	4	7	-0.2%	-7%	29	2
COc1ccccc1OCC(=O)N1CCN(C(=O)COc2ccccc2OC)CC1	-6%	-8	4%	/	/	-11	4	-0.5%	0%	1	2
Cc1ccc(C(=O)N2CCN(c3ccc(NC(=S)NC(=O)Cc4ccccc4)cc3)CC2)cc1	-1%	5	-1%	0%	-1%	15	-48	3.8%	2%	-3	3
Cc1cccc(C(=O)Oc2ccc(/C=N/NC(=O)Cc3ccc([N+](=O)[O-])cc3)cc2)c1	4%	1	0%	0%	-9%	-11	-29	-2.7%	18%	-3	1
Cn1c(SCc2ccccc2)nnc1-c1c[nH]c2ccccc12	1%	-12	-3%	-16%	-3%	4	-3	0.0%	6%	-1	-1
O=C1CC(N2CCC(O)CC2)C(=O)N1c1ccc(Br)cc1 (stereo not given)	-2%	-9	5%	9%	-4%	-2	-18	-0.1%	-10%	3	3
O=C(COC(=O)Cc1ccc(Br)cc1)Nc1c(F)c(F)c(F)c(F)c1F	1%	5	1%	13%	-1%	-2	-10	-0.4%	11%	29	3
Cc1cccc(C)c1OCC(=O)Nc1ccc2c(c1)OCCO2	5%	4	-6%	/	1%	1	-8	0.5%	-12%	?	/
CCOC(=O)C1CCCN(C(c2ccccn2)c2c(C)[nH]c3ccccc23)C1 (stereo not given)	1%	-4	-3%	0%	7%	12	-2	0.5%	-3%	20	2
NNc1nc2c(-c3ccc(F)cc3)nnn2c2ccccc12	5%	-1	4%	?	-6%	-27	-4	0.0%	10%	1	-6
CC(=O)c1ccc(NC(=S)NNC(=O)c2ccncc2)cc1	-2%	4	-1%	6%	-2%	11	11	-0.7%	-6%	-3	1

# A stretch from further up:
SMILES	USP2a inh	hERG WT inh	GALK inhibitor	Menin MLL FP TR	PKM2 activator	Giardia killer	KCNH2 3.1 block	B2AR arrestin	CXXC DNA block	TRPV1 ag	Coupling enz
Cc1cccc(C)c1OCC(=O)Nc1ccc2c(c1)OCCO2	5%	4	-6%	/	1%	1	-8	0.5%	-12%	?	/
CCOC(=O)C1CCCN(C(c2ccccn2)c2c(C)[nH]c3ccccc23)C1 (stereo not given)	1%	-4	-3%	0%	7%	12	-2	0.5%	-3%	20	2
NNc1nc2c(-c3ccc(F)cc3)nnn2c2ccccc12	5%	-1	4%	?	-6%	-27	-4	0.0%	10%	1	-6
CC(=O)c1ccc(NC(=S)NNC(=O)c2ccncc2)cc1	-2%	4	-1%	6%	-2%	11	11	-0.7%	-6%	-3	1
